Source: PubChem BioAssay (several laboratories)
ERa SRC1 pot – ER-alpha (human) coactivator binding potentiation. TR-FRET ERalpha-LBD/SRC-Cy5 coactivator binding, 2 h; 100 = basal binding, no effect. coactivator binding (% of control), % at 25.6 µM. AID 639. 86,000 compounds, 1.3% hits. P03372; in the data active means activity above about 200%;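 further: binding measured in presence of low estradiol as agonist stimulus; 0% = peptide alone without receptor and 100% = receptor with peptide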
sEH act – increases human soluble epoxide hydrolase activity | P34913 | purified human sEH enzymatic activity, activator screen | activation, % at 2 µM | 91,000 compounds, 0.04% hits | AID 717; in the data active means activation above about 37%; further: values of inactives mirror those of a sister screen read the other way
Target sequence (P34913 whole entry, looked up): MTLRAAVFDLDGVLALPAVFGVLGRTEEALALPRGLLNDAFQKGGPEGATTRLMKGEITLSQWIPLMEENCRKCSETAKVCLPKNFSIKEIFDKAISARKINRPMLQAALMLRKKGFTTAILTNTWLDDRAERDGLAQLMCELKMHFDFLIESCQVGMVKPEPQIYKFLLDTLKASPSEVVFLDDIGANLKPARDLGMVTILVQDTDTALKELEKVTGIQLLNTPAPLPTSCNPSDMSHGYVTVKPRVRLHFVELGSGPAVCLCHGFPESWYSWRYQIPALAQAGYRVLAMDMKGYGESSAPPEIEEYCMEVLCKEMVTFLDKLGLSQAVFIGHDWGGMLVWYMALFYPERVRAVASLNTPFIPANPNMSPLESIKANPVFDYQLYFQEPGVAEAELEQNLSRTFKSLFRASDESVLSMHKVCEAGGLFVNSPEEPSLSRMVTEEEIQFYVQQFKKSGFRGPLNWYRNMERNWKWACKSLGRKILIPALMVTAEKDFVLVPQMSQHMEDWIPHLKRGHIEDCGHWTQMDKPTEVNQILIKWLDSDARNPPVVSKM
ERa SRC1 inh – blocks coactivator binding to human estrogen receptor alpha. P03372. TR-FRET ER-alpha LBD / SRC-1 peptide, estradiol-bound. inhibition, % at 25.6 µM. 86,000 compounds, 1.7% hits. AID 629; in the data active means inhibition above about 50%;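 further: 0% = receptor plus peptide control and 100% = peptide only without receptor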
H69AR inhibit – blocks growth of human H69AR lung tumor cells; H69AR lung tumor viability, ATP luminescence, 72 h; active compounds read low; viability, % at 10 µM; 85,000 compounds, 6% hits;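 active means viability at or below 40%; inactive means viability above 40%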;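 further: multidrug resistant small cell line overexpressing MRP-1 efflux transporter; 100% = mean luminescence of untreated control wells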
Lung fibro prol – blocks proliferation of human lung fibroblasts; LL 47 human lung fibroblast viability, ATP luminescence; active compounds read low; viability, % at 10 µM; 85,000 compounds, 1.1% hits;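 active means viability at or below 50% in the single dose screen; inactive means viability above 50%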;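 further: compound exposure lasted 72 h before the ATP readout; 100% = median luminescence of untreated cell-only wells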
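Test system: LL 47 human lung fibroblasts / Quantity: 1,150 cells in each well / Medium: IMEM growth medium with 15% fetal bovine serum / Incubation: 72 h compound exposure at 37 °C after overnight plating / Detection: CellTiter-Glo luminescence measuring cellular ATP / Read-out: % viability versus median cells-only luminescence / Benchmarks: cell-only wells, no compound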
Smad3 inh – inhibitors of human Smad3 transcription factor binding. inhibition, % at 25 µM. 88,000 compounds, 0.29% hits. TR-FRET Smad3/Dy647-FoxH1 peptide binding, europium anti-His. P84022;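 active means compounds that reduce the energy-transfer binding signal between the protein and its labelled peptide by more than half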;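 further: 0% = Smad3 plus labelled peptide maximal FRET and 100% = peptide-only background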
ERb coact inh – ER-beta (human) coactivator binding inhibition | TR-FRET ER-beta LBD / SRC1-Cy5 peptide binding; receptor agonist-loaded with 1 µM estradiol | inhibition, % at 25.6 µM | 86,000 compounds, 1.3% hits | AID 633;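 active means compounds whose percent inhibition of the receptor-coactivator binding signal exceeds about 50% in the single-dose screen, limit read from the data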;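 further: 0% = receptor plus peptide wells without compound and 100% = peptide-only wells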
Target sequence (Q92731 whole entry, looked up, the tested form may be a part): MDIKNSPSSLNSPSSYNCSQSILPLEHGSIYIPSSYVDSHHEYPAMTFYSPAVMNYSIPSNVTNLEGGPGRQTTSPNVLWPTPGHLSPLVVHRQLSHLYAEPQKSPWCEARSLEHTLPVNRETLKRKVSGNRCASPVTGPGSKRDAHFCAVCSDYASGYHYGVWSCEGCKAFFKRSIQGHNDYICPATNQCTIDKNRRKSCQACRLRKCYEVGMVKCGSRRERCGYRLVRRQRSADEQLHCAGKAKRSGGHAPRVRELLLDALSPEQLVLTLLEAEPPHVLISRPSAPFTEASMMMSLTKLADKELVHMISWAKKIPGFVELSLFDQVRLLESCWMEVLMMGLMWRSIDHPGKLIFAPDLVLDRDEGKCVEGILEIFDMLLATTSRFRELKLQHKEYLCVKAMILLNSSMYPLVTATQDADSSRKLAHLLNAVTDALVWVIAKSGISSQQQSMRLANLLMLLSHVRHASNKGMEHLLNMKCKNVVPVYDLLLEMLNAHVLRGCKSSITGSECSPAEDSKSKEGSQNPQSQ
HUVEC inhibit – inhibitors of human endothelial cell proliferation | 86,000 compounds, 1.1% hits | AID 648 | viability, % at 10 µM (by protocol) | HUVEC proliferation, CellTiter-Glo luminescence, 72 h; active compounds read low;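 active means viability at or below 30%; inactive means viability above 30%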;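 further: 100% = median luminescence of DMSO-only cell control wells on each plate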
Calb biofilm kill – kills Candida albicans biofilms; C. albicans biofilm + clotrimazole, Alamar Blue; inhibition, % at 6 µM; 85,000 compounds, 0.14% hits;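 active means inhibition above 20%; inactive means inhibition below 20%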;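 further: preformed 24 hr biofilms exposed to compound for 48 hr; 0% = biofilm without compound and 100% = blank killed by clotrimazole plus chlorhexidine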
An asterisk follows results filed as active; . = no result given; [ ] = dose if it differs, or a comment. Only part of the results is shown; the hit share may differ from the screen's.

SMILES	ERa SRC1 pot	sEH act	ERa SRC1 inh	H69AR inhibit	Lung fibro prol	Smad3 inh	ERb coact inh	HUVEC inhibit	Calb biofilm kill
c1ccc(Cn2nnc3c(N4CCC5(CC4)OCCO5)ncnc32)cc1	107	.	-4	93	96	8	-3	102	1
Cc1nn(CC(=O)Nc2cccnc2N2CCOCC2)c(=O)c2ccccc12	110	.	-3	89	104	4	-2	89	10
CCn1c(SC(C)C)nnc1-c1cc(-c2ccccc2)sc1N	79[fluorescence artefact?]	0	-13[fluorescence artefact?]	87	100	-2	0	77	-7
CCCCOC(=O)Nc1ccc(C(N)=O)cc1	100	-3	-6	99	109	-7	-6	105	-1
COc1ccc(C(C(=O)NC2CCCCC2)N(Cc2ccco2)C(=O)CNC(=O)c2ccco2)cc1 (stereo not drawn)	103	4	0	54	87	2	3	82	11
O=C1COc2ccc(C(=O)c3ccccc3C(=O)NCc3ccccc3)cc2N1	93	-6	-12	112	96	-5	-1	109	-4
CN1c2ccccc2C(C)(C)C12CCCC(=O)N2 (stereo not drawn)	100	.	2	93	110	1	3	91	0
CCCOc1ccc2c(C)c(CC(=O)OC)c(=O)oc2c1	96	-34	-26	91	96	7	-19	94	7
O=C(CCCc1nc(-c2ccccc2)no1)N1CCOCC1	102	-2	6	94	95	-6	4	95	9
O=C(CSc1nc(-c2ccc(F)cc2)cc(C(F)(F)F)n1)NCCN1CCOCC1	95	-5	2[fluorescence artefact?]	80	111	-3	-3[fluorescence artefact?]	103	0
O=C(Nc1ccc(Cl)cn1)Nc1cccs1	109	-5	6[fluorescence artefact?]	98	96	-1	-9[fluorescence artefact?]	79	-1
CCN1N=C(c2cc(Cl)sc2Cl)CSC1=O	93	4	-17	95	105	-1	-19[fluorescence artefact?]	86	5

Entries of single compounds, quoted from the list. Values in the order: ERa SRC1 pot, sEH act, ERa SRC1 inh, H69AR inhibit, Lung fibro prol, Smad3 inh, ERb coact inh, HUVEC inhibit, Calb biofilm kill
Record of `c1ccc(Cn2nnc3c(N4CCC5(CC4)OCCO5)ncnc32)cc1` = 107, ., -4, 93, 96, 8, -3, 102, 1
Record of `CCN1N=C(c2cc(Cl)sc2Cl)CSC1=O` = 93, 4, -17, 95, 105, -1, -19[fluorescence artefact?], 86, 5
Record of `Cc1nn(CC(=O)Nc2cccnc2N2CCOCC2)c(=O)c2ccccc12` = 110, ., -3, 89, 104, 4, -2, 89, 10
Record of `O=C(CCCc1nc(-c2ccccc2)no1)N1CCOCC1` = 102, -2, 6, 94, 95, -6, 4, 95, 9
Record of `O=C1COc2ccc(C(=O)c3ccccc3C(=O)NCc3ccccc3)cc2N1` = 93, -6, -12, 112, 96, -5, -1, 109, -4

(continued)
SMILES	ERa SRC1 pot	sEH act	ERa SRC1 inh	H69AR inhibit	Lung fibro prol	Smad3 inh	ERb coact inh	HUVEC inhibit	Calb biofilm kill
CN1C[N+]([O-])=C(c2ccccc2)C1(C)C	109	-7	-4	97	102	2	-3	105	-1
O=C(Cc1c(F)cccc1Cl)N1CCCC1	116	8	-27	98	100	4	-21	97	4
CC1CCCCN1C(=O)C12CCC(C)(/C(=N/O)C1)C2(C)C (stereo not drawn)	108	8	3	97	109	8	4	98	1
COCC(=O)NCc1nc2ccccc2[nH]1	124	.	-13	96	95	44[fluorescence artefact?]	-9	97	11
CCCOC(=O)Nc1cccc(C(C)=O)c1	95	8	9	105	104	2	-1	93	-1
COC(=O)CSc1nnc(-c2ccc(S(=O)(=O)NCc3ccccc3Cl)cc2)o1	101	14	-4	89	82	2	-6	74	1
CC(=O)OCCN(CCOC(C)=O)c1c(C)[nH]c(=O)[nH]c1=O	130	.	-5	93	90	3	-4	91	10
CCOC(=O)c1cnn(-c2nc(-c3ccccc3)nc3c2COC(C)(C)C3)c1N	89	.	-5	78	90	1	8	61	-6
CCOC(=O)N1CCC(NC(=O)c2cc(C(=O)Nc3ccc(OCC)cc3)ccc2CO)CC1	122[fluorescence artefact?]	-11	5	51	102	5	1	104	4
COc1cccc(-c2[nH]nc3c2C(c2ccoc2)C(C#N)=C(N)O3)c1 (stereo not drawn)	65	0	50	91	107	2	58*	88	6
O=C(Cc1c(O)c2ccccc2[nH]c1=O)NCc1cccc(F)c1	115	.	3	84	96	5	-7[fluorescence artefact?]	94	4
CC1(C)Cc2nc3sc4c(SCC(=O)NCc5ccccc5)ncnc4c3cc2CO1	431*[fluorescence artefact?]	-34	28[fluorescence artefact?]	0.7*	55	-25[fluorescence artefact?]	42[fluorescence artefact?]	50	-3
CCOCCOCCC(C(=O)O)P(=O)(c1ccccc1)c1ccccc1 (stereo not drawn)	98	-6	1	103	107	72*	-5	96	1
Cc1[nH]nc2ncc(C(=O)c3cc(F)ccc3O)cc12	95	-6	2	77	108	-1	-8	66	7
CCCN(CCC)C(=O)CC(c1ccccc1)c1ccc(C)cc1O (stereo not drawn)	82	13	-1	67	95	4	-7	96	5
Cn1c(C(=O)NCCCN2CCCC2=O)cc2c(=O)n3ccccc3nc21	111	.	-4	95	101	1	-3	91	10
CCOc1ccccc1OCC(=O)OCC(=O)Nc1ncc(Cl)cc1Cl	103	-17	5[fluorescence artefact?]	98	97	9	1	103	8
COc1ccc(-n2cnnc2SCC(=O)Nc2cc(C(C)(C)C)nn2-c2ccccc2)cc1	100	10	2	87	94	-12	-8	103	3
C/C(Cn1cnc([N+](=O)[O-])n1)=N\NC(=O)c1ccccc1	101	9	-7	105	96	-2	7	94	10
Fc1ccc(-n2cnnn2)c(F)c1	105	-2	-3	100	100	-6	4[fluorescence artefact?]	106	3
CS(=O)(=O)N(Cc1ccc(C(=O)NC2CCCCC2O)cc1)c1ccccc1 (stereo not drawn)	120	-9	-7	91	102	-7	-3	93	-7
CCOc1ccc(-n2nnnc2SCC(=O)N2CCOCC2)cc1	89	-4	-8	105	101	0	-4	100	7
Cc1ccc(CCNC(=O)CCNS(=O)(=O)c2ccc3c(c2)oc(=O)n3C)cc1	110	.	0	99	101	6	10	92	10
c1ccc(Cn2c(-c3cncs3)nc3ccccc32)cc1	81	-3	-6	93	95	5	-11	111	0
CCN(CC)C(=O)N1CCC(NC(=O)Cc2ccccc2)CC1	128[fluorescence artefact?]	4	-4	92	114	13	-2	103	8
COC(=O)c1sccc1-n1cccc1C(=O)C(=O)N1CC(C)OC(C)C1 (stereo not drawn)	114	-5	2	95	107	-14	12	109	0
CC(C)(C)n1nnnc1C(c1ccc(Cl)cc1)N(Cc1cccnc1)Cc1ccco1 (stereo not drawn)	82	-3	-5	85	93	3	-8	109	3
Cc1cc(C)n(CC(O)Cn2cnc3c2c(=O)n(C)c(=O)n3C)n1 (stereo not drawn)	124	-2	2	93	101	15	-7	95	10
CCN(CC)CCN1C(=O)C(=O)/C(=C(/O)c2ccc(F)cc2)C1c1cccnc1 (stereo not drawn)	119	.	1	95	100	-1	-4	92	2
CCOC(=O)COc1ccc(CCNC(C)=O)cc1	102	-5	-1	104	102	-3	6	98	.
Cc1nnc(SCC(=O)Nc2ccc(S(=O)(=O)N3CCCCC3)cc2)s1	109	-20	2	108	96	-5	-7	99	0
CC(NC(=O)c1cccnc1)C(=O)N1CCCCC1 (stereo not drawn)	106	-2	3[fluorescence artefact?]	102	99	1	1[fluorescence artefact?]	102	7
CCn1c(O)c(C=Nc2ccccc2)n(-c2ccccc2)c1=S	92	5	21	49	64	-6	-9	78	0
Cc1ccc(NC(=O)c2cc(S(=O)(=O)N3CCOCC3)ccc2F)c(C)c1	92	.	-5	92	101	8	0	101	6
CCOC(=O)c1cnn2c(N)c(C#N)nnc12	115	4	-5	98	101	3	9	96	8
CCOC(=O)c1[nH]c(=O)c2ccccc2c1O	97	8	-26	87	94	7	-19	83	9
COCCn1c(Cc2ccccc2)nnc1SCC(=O)NC(C)C	118	-14	-11	106	105	6	-10	109	5
O=S(=O)(c1cccc(S(=O)(=O)N2CCCC2)c1)c1cccc(S(=O)(=O)N2CCCC2)c1	101	-8	-2	70	93	1[fluorescence artefact?]	20	106	9
O=C(CN1C(=O)COc2ccccc21)N1CCc2ccccc2C1	97	-4	13	108	3.1*	-18	10[fluorescence artefact?]	84	-4
O=C(CCCn1c(=O)[nH]c2cc(Cl)ccc2c1=O)NCC1CCCO1 (stereo not drawn)	128[fluorescence artefact?]	.	5	88	104	20[fluorescence artefact?]	-6	105	7
CCOC(=O)c1ccc(NC(=O)Nc2ccc(F)cc2)cc1	108	-39	-3	67	116	-9	12	81	-6
Cc1cc(C)c2c(=O)[nH]c(SCC(=O)Nc3ccccc3)nc2n1	100	-3	-8[fluorescence artefact?]	89	90	-2	-3[fluorescence artefact?]	66	4
Cc1ccc(-c2cc(-c3cccc(F)c3)n[nH]2)c(O)c1	86	-8	0[fluorescence artefact?]	64	86	5	2	56	0
CCS(=O)(=O)Nc1ccc(C(=O)OC)cc1	99	5	5	112	108	6	-3	96	-4
CCOc1ccc2nc(NCCNC(=O)C3CC3)c(C)cc2c1	79	.	18	68	100	-21	2[fluorescence artefact?]	90	0
O=C(NCC12CC3CC(CC(C3)C1)C2)c1nn2cccnc2c1Cl	97	12	11	80	91	3	-1	105	3
Cc1onc(-c2ccccc2)c1C(=O)NCCc1ccc(Cl)cc1	96	-1	8	96	102	-6	-5	93	4
CCCn1c(-c2ccc(OC)cc2)nc2c(=O)n(C)c(=O)[nH]c21	92	-5	11	55	100	7	1	107	6
Cn1c(=O)c2c(nc(-n3ccnc3)n2C)n(C)c1=O	84	22	-5	87	105	5	-2[fluorescence artefact?]	107	6
CCN(CC)C(=O)CSc1nc2ccccc2c(=O)n1CCC(=O)NCc1ccc(F)cc1	192[fluorescence artefact?]	-24	10	98	99	-4	2	88	6
CC(C)(C)OC(=O)NCCc1nnc(SCC(N)=O)o1	111	-12	6[fluorescence artefact?]	94	108	-1	4[fluorescence artefact?]	88	3
CC(=O)c1cc(C(=O)Nc2ccccc2C(=O)O)oc1C	94	.	-3	92	108	5	6	99	4
Cc1noc(C)c1COC(=O)CCc1nc2ccccc2c(=O)[nH]1	114[fluorescence artefact?]	6	-4	90	98	-5	2	101	-3
Cc1c(NC(=O)CSc2nc3ccccc3[nH]2)c(=O)n(-c2ccccc2)n1C	100	12	2[fluorescence artefact?]	104	104	4	-1	101	3
CCN(CC)C(=O)CSc1nc2ccccc2o1	112	1	-2	92	95	-5	-4	113	9
O=C(NCCN1CCOCC1)c1nn2c(c1Cl)NC(c1ccccc1)CC2C(F)(F)F (stereo not drawn)	101	-11	-8	97	99	-25	14[fluorescence artefact?]	104	1
COCC(O)CSc1nc(C)[nH]c1[N+](=O)[O-] (stereo not drawn)	94[fluorescence artefact?]	-10	-11	110	99	3	-7	98	3
CC(NC(=O)C1CCCN1S(=O)(=O)c1cccc2cccnc12)c1ccccc1 (stereo not drawn)	106	-2	4	102	100	-3	-1	94	-2
O=C(COC(=O)[C@H](Cc1ccccc1)N1C(=O)c2ccccc2C1=O)Nc1ccc2c(c1)OCO2	92	-3	2	101	97	5	-7	93	3
COc1ccc(Cl)cc1NC(=O)CSc1nnc(COc2ccccc2)n1C	121	-13	-10	88	87	-3	-2[fluorescence artefact?]	88	5
Cc1cccc(OCC(=O)OCC(=O)c2c(N)n(C)c(=O)n(C)c2=O)c1C	89	14	-6	96	89	-8	-6	85	8

As entered above:
CC(C)(C)OC(=O)NCCc1nnc(SCC(N)=O)o1 | ERa SRC1 pot = 111
Cc1noc(C)c1COC(=O)CCc1nc2ccccc2c(=O)[nH]1 | Smad3 inh = -5
